UBC9 SUMO inh: inhibitors of in vitro SUMOylation cascade, primary screen, biochemical, HTRF, uHTS; HTRF SUMOylation assay, SAE1/SAE2 + UBC9; SUMO-conjugating enzyme UBC9 (Homo sapiens), P63279; AID 2006, 2009; hit rate 0.36% among 290,000; inhibition, % at 35 µM; in the data active = inhibition above about 50%, passing the limit was not always enough; inconclusive = no clear call, values can overlap the other calls; also: strong numbers were not always called active
Target sequence (P63279 whole entry, looked up): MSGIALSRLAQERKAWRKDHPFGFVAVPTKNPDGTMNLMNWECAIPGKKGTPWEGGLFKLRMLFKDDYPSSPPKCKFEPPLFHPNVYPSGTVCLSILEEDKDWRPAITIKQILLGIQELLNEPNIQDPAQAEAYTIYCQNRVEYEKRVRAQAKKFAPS
CRFR2-BP antag: antagonists of CRF-BP/CRF-R2 complex, primary screen, cell-based, HEK293, calcium dye fluorescence, uHTS; CRF-induced calcium fluorescence; inhibition, % at 11.8 µM; hit rate 0.59% among 350,000; AID 588475, 2011;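 active = inhibition of the ligand-induced calcium signal above about 50% at the single tested concentration, limit read from the data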
IDE act: human IDE activators in live cells, primary screen, fluorescence polarization, HEK cells, FAbeta-B substrate; hit rate 0.073% among 340,000; activation, % at 5.96 µM; Insulin-degrading enzyme (Homo sapiens), P14735; FAbeta-B cleavage; 0% vehicle, 100% cell-free pure enzyme wells;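 active = activation above the mean of all tested compounds plus 3 SD, set per screening campaign, cut at about 17% in these data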
HCV NS3 hel inh: inhibitors of HCV NS3 helicase, primary screen, biochemical, Cy5 molecular beacon fluorescence | Hepatitis C virus NS3 helicase | NS3 helicase DNA unwinding | inhibition, % at 10.9 µM | hit rate 0.56% among 290,000;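 active = inhibition above the mean of all tested compounds plus 3 SD, set per campaign, cut at about 35% in these data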;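 also: 0% = DMSO wells and 100% = thioflavine S control wells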
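Material: hepatitis C virus NS3 helicase domain fragment enzyme; measured by: Cy5 fluorescence, 0 and 60 min reads; control set: DMSO and thioflavine S; incubation: 60 min unwinding reaction at 25 °C after ATP addition; read-out basis: % inhibition from 60/0 min fluorescence ratio, DMSO 0%, thioflavine S 100%; repeats: singlicate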
IMP-1 inhibitor: IMP-1 metallo-beta-lactamase inhibitors, primary screen, biochemical, epi-absorbance readout, Pseudomonas aeruginosa enzyme | purified IMP-1, nitrocefin hydrolysis, epi-absorbance fluorescence | AID 1556, 2009 | inhibition, % at 5.6 µM | hit rate 0.45% among 290,000;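 active = inhibition above the mean plus 3 SD of all compounds in the same screening run, cut at about 4.5% in these data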;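 also: 0% = IMP-1 with DMSO and 100% = DMSO wells lacking enzyme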
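System: purified recombinant IMP-1 beta-lactamase. Medium: Zinc- and detergent-supplemented HEPES buffer, pH 7.1. Compound: one 5.6 µM dose […]. Schedule: 15 min preincubation plus 25 min reaction at 25 °C. Technique: Epi-absorbance fluorescence, 480 nm excitation, 530 nm emission.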
IDE cell inh: human IDE inhibitors in live cells, primary screen, fluorescence polarization, HEK cells, FAbetaB substrate; Insulin-degrading enzyme (Homo sapiens), P14735; FAbetaB cleavage; inhibition, % at 5.59 µM; hit rate 0.41% among 320,000; AID 434962, 2010;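 active = percent inhibition above the average of all tested compounds plus 3 SD, set per screening campaign, cut at about 16% in these data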;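 also: IDE supplied by intact live HEK cells; FP after avidin binding of uncleaved biotin substrate so inhibition keeps polarization high; 0% = DMSO wells and 100% = 60 µM reference IDE inhibitor Ii1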
VIM-2 inhibitor: VIM-2 metallo-beta-lactamase inhibitors, primary screen, biochemical, epi-absorbance readout, Pseudomonas aeruginosa enzyme | purified VIM-2, nitrocefin hydrolysis, epi-absorbance fluorescence | inhibition, % at 5.6 µM | hit rate 0.89% among 290,000 | AID 1527, 2009;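 active = inhibition above the mean of all tested compounds plus 3 SD, cutoff set per screening run, cut at about 7.5% in these data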;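 also: red hydrolysis product quenches plate fluorescence so inhibitors raise well fluorescence; 0% = enzyme with DMSO and 100% = DMSO without enzyme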
pCIP destab: p/CIP-EGFP fusion destabilizers, primary screen, fluorescence, F442A cells. Q05BA5. 16 h. decrease of EGFP signal, % at 10 µM. hit rate 0.01% among 290,000. AID 1984, 2009;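 active = EGFP signal decrease of at least 30% at 10 µM or well 3 SD below plate mean, unless failing retest; inactive = the rest, including hits failing retest or dose response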; also: some compounds called inactive have numbers as strong as hits; many of its hits are not listed in these tables
GalR3 antag: GalR3 antagonists in HEK293 cells, primary screen, cell-based, fluorescence readout; hit rate 0.44% among 360,000; inhibition, % at 3 µM; HEK293 GalR3-CNG cAMP membrane potential fluorescence; galR3 body fused to GalR1 C-terminus; Galanin receptor type 3 (Homo sapiens), O60755;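 active = inhibition above the screen-wide average plus 3 SD, cut at about 13% in these data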;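 also: forskolin and galanin both at EC90 stimulate the cells; cAMP rise reported by CNG channel membrane potential dye signal; 0% = forskolin plus galanin with DMSO and 100% = forskolin alone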
Target sequence (O60755 1-299 limits assumed): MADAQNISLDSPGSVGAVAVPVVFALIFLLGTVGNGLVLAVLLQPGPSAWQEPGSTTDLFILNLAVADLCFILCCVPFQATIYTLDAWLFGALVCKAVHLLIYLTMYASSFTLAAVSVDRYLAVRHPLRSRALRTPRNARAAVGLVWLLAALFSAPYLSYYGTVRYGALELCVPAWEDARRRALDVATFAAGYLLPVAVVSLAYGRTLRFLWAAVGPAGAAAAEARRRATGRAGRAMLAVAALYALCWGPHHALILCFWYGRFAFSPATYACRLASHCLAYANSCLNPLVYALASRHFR
Numbers without * were called inactive; ? = inconclusive; / = no result given.

SMILES	UBC9 SUMO inh	CRFR2-BP antag	IDE act	HCV NS3 hel inh	IMP-1 inhibitor	IDE cell inh	VIM-2 inhibitor	pCIP destab	GalR3 antag
CCCN1CCN(C(=O)Cn2cnc3sc(C)c(S(=O)(=O)N4CCC(C)CC4)c3c2=O)CC1	-2	-5	-1	-7	-2.4	1	-1.6	0	-10
CC(C)C(=O)N(c1cc2sc(=O)oc2c2ccccc12)S(=O)(=O)c1cccs1	12	-50	-16	7	-2.1	15	-0.6	9	-3
CCOC(=O)c1cc(-c2ccccc2)sc1NC(=O)COC(=O)c1ccc(Cl)c(S(N)(=O)=O)c1	13	-10	-6	8	0.4	-1	1.6	-9	/
CC(C)OCCCNC(=O)CN1C(=O)/C(=C/c2ccccc2F)Oc2ccccc21	?	12	3	-3	-1.2	-2	-3.8	-2	-10
CCCCCn1c(CN2CCN(c3cc(Cl)ccc3C)CC2)nc2c1c(=O)[nH]c(=O)n2C	-11	-88	-14	8	-2.1	1	-2.1	-17	-3
CN1CCN(c2ccccc2NC(=O)c2cccc(OCc3ccccc3)c2)CC1	0	-10	1	-38	-2.6	-4	1.6	-4	-3
C/C(=C\c1ccccc1)C(=O)N1CCN(c2cccc(C(F)(F)F)c2)CC1	-28	-1	8	-11	-2.7	-4	-2.8	2	-2
CC(=O)c1ccc(C(C)(C)c2ccc(C(C)=O)s2)s1	3	49	3	8	-3.2	-2	-3.1	6	-1
Cc1cc(NS(=O)(=O)c2ccc(NC(=O)Nc3ccc4c(c3)OCO4)cc2)no1	16	20	8	4	-1.4	0	-2.3	-16	-7
CCC(C)C(NS(=O)(=O)c1ccc(C)cc1)C(=O)Oc1ccc2c3c(c(=O)oc2c1)CCC3 (stereo not drawn)	-25	-19	2	-7	-2.3	-1	0.7	5	-4
NC(=O)CC1C(=O)N(c2ccccc2)C(=S)N1NC(=O)c1ccccc1 (stereo not drawn)	-10	-8	2	17	-3.2	/	-3.3	3	-8
CCCCCCCCCCCCCCCC(=O)OC/C=C(C)/C=C/C=C(C)/C=C/C1=C(C)CCCC1(C)C	/	28	3	/	/	-4	/	/	-7
Cc1cc(C)c2[nH]c(O)c(N=NC(=O)c3cc4c(s3)CCCC4)c2c1	16	/	/	4	-3.1	-3	-1.1	0	/
O=[N+]([O-])c1c(NCCO)cc(N2CCCCC2)c2nonc12	27	-13	3	0	-2.1	0	2.2	-16	-2
Cc1cccc(N(C)C(=S)Oc2ccc3ccccc3c2)c1	-23	38	-3	-8	-3.3	4	-0.9	0	-2

Compounds from the list above with an NH in an aromatic ring, in the order listed:
SMILES	UBC9 SUMO inh	CRFR2-BP antag	IDE act	HCV NS3 hel inh	IMP-1 inhibitor	IDE cell inh	VIM-2 inhibitor	pCIP destab	GalR3 antag
CCCCCn1c(CN2CCN(c3cc(Cl)ccc3C)CC2)nc2c1c(=O)[nH]c(=O)n2C	-11	-88	-14	8	-2.1	1	-2.1	-17	-3
Cc1cc(C)c2[nH]c(O)c(N=NC(=O)c3cc4c(s3)CCCC4)c2c1	16	/	/	4	-3.1	-3	-1.1	0	/

(continued)
SMILES	UBC9 SUMO inh	CRFR2-BP antag	IDE act	HCV NS3 hel inh	IMP-1 inhibitor	IDE cell inh	VIM-2 inhibitor	pCIP destab	GalR3 antag
CC(=O)NC1C(=O)N=C(SCC(=O)Nc2cccc(Cl)c2)NC1=O (stereo not drawn)	2	0	2	-11	0.3	6	-0.5	0	-9
CCC(C)NC(=O)c1ccc(Cl)c(S(=O)(=O)Nc2ccccc2N2CCOCC2)c1 (stereo not drawn)	/	0	1	/	/	3	/	/	-6
CCc1c(C)c(C#N)c2[nH]c3ccccc3n2c1=S	28	-16	1	15	-0.3	10	2.5	-1	-1
CN1C(=O)C(O)(CC(=O)c2ccccn2)c2cc(Br)ccc21 (stereo not drawn)	20	-3	1	-7	-3.6	3	-1.8	-4	0
O=Cc1c(-c2ccccc2)nc2ccccn12	6	-18	0	4	-3.7	2	-2.0	-9	-5
CC1(C)Cc2c(sc3[nH]c(=S)n(Cc4ccco4)c(=O)c23)CO1	23	-3	3	20	-5.8	-5	-5.2	-8	-2
CCOCC(=O)Nc1c(C)n(C)n(-c2ccccc2)c1=O	-1	/	/	5	-3.0	-2	-2.0	0	/
O=c1nccc(N/N=C/c2ccccc2)[nH]1	18	20	-14	-4	-3.3	/	-1.8	-10	-10
CN(C(=O)COC(=O)c1ccc(CN2CCCC2=O)cc1)c1ccccc1	/	-1	2	/	/	-2	/	/	-7
CCCCC(=O)NC(NC(=S)N1CCCCCC1)C(Cl)(Cl)Cl (stereo not drawn)	-3	35	2	-3	-4.6	3	-2.5	-9	-6
COc1ccccc1C(=O)Nc1c(C)cc(Br)cc1C	5	2	3	5	-1.4	11	-0.6	4	-4
Cc1ccc2c(Cl)cc(Cl)c(OCC(=O)NCCc3ccccn3)c2n1	9	-8	7	2	-2.3	2	3.5	6	-6
CCCNC(=O)NC(=O)CSc1nnc(C)n1N	11	-27	2	2	-2.9	4	-2.2	4	-1
COc1ccc(/C=N/Nc2nccnc2Cl)c(OC)c1	13	-8	-4	-4	-3.5	5	-2.3	-2	-5
C=C(C)CSc1nnc2[nH]c(=O)cc(N)n12	/	4	-1	4	0.3	0	1.3	/	2

Look-ups from above.
C=C(C)CSc1nnc2[nH]c(=O)cc(N)n12 in VIM-2 inhibitor has 1.3
CCc1c(C)c(C#N)c2[nH]c3ccccc3n2c1=S in HCV NS3 hel inh has 15
CCCCC(=O)NC(NC(=S)N1CCCCCC1)C(Cl)(Cl)Cl (stereo not drawn) in GalR3 antag has -6

Next part.
SMILES	UBC9 SUMO inh	CRFR2-BP antag	IDE act	HCV NS3 hel inh	IMP-1 inhibitor	IDE cell inh	VIM-2 inhibitor	pCIP destab	GalR3 antag
COc1cccc(C(=O)NCc2ccc3[nH]c(C)cc3c2)c1	-1	-13	-3	-23	-4.0	-4	-4.8	-46	-6
CN(C)S(=O)(=O)c1cccc(CSCc2cccc(S(=O)(=O)N(C)C)c2)c1	-1	17	5	1	0.4	2	-1.9	-21	78*
Cc1nc(NC(=O)c2ccccc2)sc1-c1csc(Nc2cccc(F)c2)n1	-8	/	/	-22	-0.1	4	-1.6	-8	/
CCN1CCN(Cc2c(C(=O)N/N=C(\C)c3ccc(Cl)cc3)nnn2-c2nonc2N)CC1	-12	-22	0	-11	-3.8	-3	-2.4	-2	-8
C=CCn1c(SCC(=O)NCC2CCCO2)nc2sc(CC)cc2c1=O (stereo not drawn)	/	4	-3	/	/	2	/	/	-1
CCC(C)C(NC(=O)C1CCC(C)CC1)C(=O)NC1CCN(Cc2ccccc2)CC1 (stereo not drawn)	4	/	/	-3	-2.8	/	-1.6	-14	/
COC(=O)c1ccc(CNC(=O)COC(=O)CCC(=O)c2ccc(F)cc2)cc1	/	3	4	/	/	-2	/	/	-8
CC(=O)OCc1c(C(F)(F)F)nn(C)c1SCc1ccc(Cl)cc1	-4	9	1	-2	-2.6	4	-3.4	-9	-6
O=C(COC(=O)c1ccccc1NC(=O)c1ccco1)NCCC1=CCCCC1	22	-46	7	8	-3.8	-1	-4.9	-6	2
Cc1ccc(/C=C2/NC(=O)N(Cc3ccccc3)C2=O)s1	-10	-55	-1	1	1.1	2	-0.6	-5	-5
COc1ccccc1OCC(=O)/C=C1/N(C)c2ccccc2C1(C)C	-28	8	-1	0	-3.2	-1	-1.1	-2	-2
Oc1ccc(/C=N/Nc2ccc(Cl)nn2)c(O)c1O	44	-8	-3	22	-3.0	3	-2.8	-16	2
Cc1ccc(CCNC(=O)CCS(=O)(=O)c2ccc(Br)cc2)cc1	12	2	6	-5	-2.1	3	-1.5	-20	-2
Cc1ccc(NC(=O)CSc2nnc(CSc3nc(C)cc(C)n3)n2Cc2ccco2)c(C)c1	8	4	-1	3	-3.4	3	-2.2	-5	-4
CC(C)C[C@H](NC(=O)N1CC(=O)Nc2ccccc21)C(=O)N[C@H](C(=O)O)c1ccccc1	1	7	3	5	0.2	5	1.0	5	-4

Limited to VIM-2 inhibitor, for two of the compounds above:
SMILES | VIM-2 inhibitor
CN(C)S(=O)(=O)c1cccc(CSCc2cccc(S(=O)(=O)N(C)C)c2)c1 | -1.9
Oc1ccc(/C=N/Nc2ccc(Cl)nn2)c(O)c1O | -2.8

The list continues.
SMILES	UBC9 SUMO inh	CRFR2-BP antag	IDE act	HCV NS3 hel inh	IMP-1 inhibitor	IDE cell inh	VIM-2 inhibitor	pCIP destab	GalR3 antag
CCS(=O)(=O)n1nc(-c2ccccc2)nc1N	-25	-3	0	3	-2.9	8	-3.4	-5	-2
COc1cc2cc(/C=C/C(=O)c3ccco3)c(Cl)nc2cc1OC	21	-38	-5	6	-1.5	5	0.6	-11	-1
O=C(C1CCCN(S(=O)(=O)c2ccc([N+](=O)[O-])cc2)C1)N1CCCCC1 (stereo not drawn)	12	-2	4	3	-3.3	0	-2.4	-5	/
COc1ccc(NC(=O)c2cc(Cl)ccc2NC(=O)c2ccco2)c(OC)c1	-2	-22	1	0	-1.1	-3	-2.0	-8	3
CC1CCCCC1NC(=O)C(Cc1ccccc1)NS(=O)(=O)c1cccs1 (stereo not drawn)	12	-5	4	2	-1.2	1	-1.4	24	2
COC(=O)[C@]1(Cc2ccccc2)N[C@H](c2ccc(-c3cccc(Cl)c3)cc2)[C@@H]2C(=O)N(C)C(=O)[C@@H]21	/	-9	4	/	/	6	/	/	-8
Cc1cc(-c2ccc(C)c(S(=O)(=O)NCc3ccc(OC(C)C)cc3)c2)on1	-18	-7	3	-17	-1.3	-6	-2.3	9	-1
COC(=O)c1sccc1NC(=O)C1C2C=CC(C2)C1C(=O)O (stereo not drawn)	13	14	3	2	-2.5	0	-1.0	-22	0
Cc1cccc(CN2C(=O)/C(=C\c3ccc(C(=O)NCCN4CCOCC4)cc3)Sc3ccccc32)c1	10	-16	0	-28	0.2	-3	-0.3	1	/
O=C(CCCc1ccccc1)Nc1ccccn1	-2	6	5	4	-1.4	3	-1.5	1	-6
CCOC(=O)C1=C(c2ccccc2)NC(SCC(=O)Nc2ccc(C)cc2)=C(C#N)C1c1ccco1 (stereo not drawn)	-36	6	5	-3	-0.4	-1	-2.5	10	/

Structures above printed as active in GalR3 antag:
SMILES	UBC9 SUMO inh	CRFR2-BP antag	IDE act	HCV NS3 hel inh	IMP-1 inhibitor	IDE cell inh	VIM-2 inhibitor	pCIP destab	GalR3 antag
CN(C)S(=O)(=O)c1cccc(CSCc2cccc(S(=O)(=O)N(C)C)c2)c1	-1	17	5	1	0.4	2	-1.9	-21	78*

Bioassay records from PubChem.
